TrxR1 substrate – rat thioredoxin reductase 1 substrate activity | O89049 | purified TrxR1 substrate turnover, NADPH consumption readout | Potency, µM (titrated, usually from 114 µM), for the others: at the highest dose activity change, negative = substrate turnover | 390,000 tested, 0.01% active; also: potency is read from the fitted curve at half-maximal effect; % is scaled to controls: 0 for no effect and ±100 for the full control effect; nearly all actives have a fitted effect of over 50% in size
Target sequence (O89049 whole entry, looked up): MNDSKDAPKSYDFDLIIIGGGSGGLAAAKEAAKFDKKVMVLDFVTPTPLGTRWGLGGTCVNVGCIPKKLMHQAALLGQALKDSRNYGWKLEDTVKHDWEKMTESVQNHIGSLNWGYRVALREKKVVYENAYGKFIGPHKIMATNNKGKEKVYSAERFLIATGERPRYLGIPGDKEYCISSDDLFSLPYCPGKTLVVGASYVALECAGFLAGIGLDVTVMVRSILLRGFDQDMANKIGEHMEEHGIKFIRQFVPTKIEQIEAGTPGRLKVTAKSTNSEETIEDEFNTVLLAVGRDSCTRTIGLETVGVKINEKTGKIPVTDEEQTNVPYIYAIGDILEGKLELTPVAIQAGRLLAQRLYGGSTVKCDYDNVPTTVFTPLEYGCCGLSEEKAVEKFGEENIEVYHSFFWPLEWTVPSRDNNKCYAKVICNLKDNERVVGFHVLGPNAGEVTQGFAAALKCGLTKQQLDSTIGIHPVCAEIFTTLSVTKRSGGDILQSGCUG
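Rat TrxR1, dispensed at 90 nM, was prereduced with 400 uM NADPH (final) for 5 min at ~22 deg C, then incubated with compound 15 min before 400 uM selenite. A first-read NADPH fluorescence drop versus no-compound background flagged substrates.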
TRHR enhancer – allosterically enhances the human TRH receptor; 360,000 tested, 0.66% active; TRHR cells, fluo-8 calcium fluorescence, EC20 TRH enhancement; P34981; AID 493056; enhancement, % at 2 µM; in the data active = enhancement above about 30%; also: 0% is about no effect
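TRHR-expressing cells loaded with fluo-8 calcium dye were read kinetically (ex 480/em 530) during compound addition, then stimulated with an EC20 of TRH (10 nM final). Enhancement of the Gq-mediated intracellular calcium response was scored.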
mIDH1 inhibitor – inhibitors of human mutant IDH1 R132H; O75874; IDH1-R132H enzyme, NADPH consumption, diaphorase/resazurin fluorescence; Potency, µM (highest dose often 76.6 µM), for the others: top-dose activity change, negative = inhibition, usual class: inhibitors; 390,000 tested, 0.093% active; AID 602179; also: potency is read from the fitted curve at half-maximal effect; % is scaled to controls: 0 for no effect and ±100 for the full control effect; nearly all actives have a fitted effect of over 65% in size
Target sequence (O75874 whole entry R132H, stated change not applied): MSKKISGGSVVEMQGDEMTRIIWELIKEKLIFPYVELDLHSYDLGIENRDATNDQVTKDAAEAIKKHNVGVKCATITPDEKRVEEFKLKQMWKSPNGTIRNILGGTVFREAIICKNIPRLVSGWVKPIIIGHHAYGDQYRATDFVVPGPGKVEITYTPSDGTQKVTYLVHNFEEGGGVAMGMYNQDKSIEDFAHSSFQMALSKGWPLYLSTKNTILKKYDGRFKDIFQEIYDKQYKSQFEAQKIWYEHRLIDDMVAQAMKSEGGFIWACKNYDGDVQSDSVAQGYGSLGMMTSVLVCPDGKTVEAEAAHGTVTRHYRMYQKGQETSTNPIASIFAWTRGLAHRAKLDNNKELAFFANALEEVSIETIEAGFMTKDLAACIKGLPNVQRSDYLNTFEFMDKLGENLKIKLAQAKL
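IDH1-R132H (0.5 ug/mL dispensed) in pH 7.5 Tris buffer was preincubated 30 min with compound, then given a substrate mix of 0.016 mM NADPH and 2 mM alpha-KG for 80 min at room temperature; remaining NADPH was read by diaphorase/resazurin fluorescence.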
D2 antagonist – D2 dopamine receptor (human) antagonism; P14416; HEK293 TREx D2 cells, calcium flux, dopamine EC80; inhibition, % at 10 µM; 340,000 tested, 2% active; AID 485344; in the data active = inhibition above about 30%; also: 0% is about no effect
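Calcium mobilization kinetics were recorded at 1 s intervals in tetracycline-induced HEK293 T-REx D2 cells, first for 180 s after compound addition and then 180 s after EC80 dopamine.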
TRHR ag – TRH receptor (human) agonism; P34981; TRHR cells, calcium flux fluo-8, FDSS agonist mode; activation, % at 2 µM; 360,000 tested, 0.18% active; AID 493084; in the data active = activation above about 30%; also: 0% is about no effect
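Read-out: compound-evoked intracellular calcium rise in TRHR cells, fluo-8 dye, kinetic FDSS fluorescence at 1 s/cycle following a 10-cycle baseline. Cells cultured overnight before dye loading (30 min–1.5 h, RT).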
USP1-UAF1 inh – USP1/UAF1 (human) deubiquitinase inhibition; recombinant USP1/UAF1, Ub-Rhodamine cleavage fluorescence; Potency, µM (doses to about 57.1 µM), for the others: top-dose activity change, negative = inhibition, actives largely listed as inhibitors; 390,000 tested, 0.23% active; also: potency is read from the fitted curve at half-maximal effect; % is scaled to controls: 0 for no effect and ±100 for the full control effect; nearly all actives have a fitted effect of over 60% in size; inactives centre near -12
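High-throughput fluorogenic screen: 1nM USP1/UAF1 complex, Ub-Rho substrate 150nM final, 50mM HEPES pH 7.8 with 0.5mM EDTA, 0.1 mg/ml BSA, 1mM TCEP and 0.01% Tween-20.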
Pin1 inh – human Pin1 inhibition; Q13526; Pin1 FP peptide displacement, HiFluor488, 10 min; Potency, µM (highest dose often 115 µM), for inactives: at the top dose activity, negative = inhibition, actives largely listed as inhibitors; 390,000 tested, 0.009% active; AID 504891; active = well fitted inhibition curve with a large enough effect in the polarisation, with a control signal flat, not every such curve was filed as active; inconclusive = small, poorly fitted or top-dose-only effect, or effect the other way, or a change in a side signal; inactive = no such curve, though single readings can be large or run the other way; the % refers to the polarisation; also: potency is read from the fitted curve at half-maximal effect; % is scaled to controls: 0 for no effect and ±100 for the full control effect
Target sequence (Q13526 whole entry, looked up): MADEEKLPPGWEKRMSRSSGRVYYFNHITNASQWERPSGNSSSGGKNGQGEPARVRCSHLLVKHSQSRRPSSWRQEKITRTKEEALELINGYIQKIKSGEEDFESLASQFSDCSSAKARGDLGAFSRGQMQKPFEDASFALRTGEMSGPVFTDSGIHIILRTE
D2 agonist – activates the human D2 dopamine receptor; HEK293 T-REx D2 cells, calcium flux agonist mode; activation, % at 2 µM; 340,000 tested, 0.53% active; AID 485358;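 active = activation over 3 SD above normal in the single-dose calcium agonist read, cut at about 30% in these data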; also: 0% is about no effect
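Tetracycline-induced HEK293 T-REx cells with force-coupled D2 receptor, plated overnight at 30 C, loaded with no-wash calcium dye. After a 10 s baseline, compound was pin-added and calcium flux read kinetically for 180 s; calcium rises flagged agonists.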
rTrxR1 inhibitor – blocks rat thioredoxin reductase 1. O89049. recombinant rTrxR1, NADPH fluorescence consumption, selenite substrate. Potency, µM (doses to about 114 µM), for the others: at the top dose activity change, negative = inhibition, usual class: inhibitors. 390,000 tested, 1% active; also: potency is read from the fitted curve at half-maximal effect; % is scaled to controls: 0 for no effect and ±100 for the full control effect; nearly all actives have a fitted effect of over 65% in size
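Rat TrxR1 (90 nM in the dispensed reagent) was pre-reduced with 400 uM NADPH for 5 min at room temperature, then incubated with compound for 15 min. After 400 uM selenite was added, NADPH fluorescence (Ex 340/Em 450 nm) was followed for 8 min.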
Numbers without * were called inactive; ? = inconclusive; nt = not tested or not shown; [ ] = remark or other dose. Unless noted, calls follow the shape of the dose curve; as a rule, active = well fitted inhibition curve with a large enough effect; inconclusive = small, poorly fitted or top-dose-only effect; inactive = no such curve, though single readings can be large or run the other way.

SMILES	TrxR1 substrate	TRHR enhancer	mIDH1 inhibitor	D2 antagonist	TRHR ag	USP1-UAF1 inh	Pin1 inh	D2 agonist	rTrxR1 inhibitor
CC(=O)NCCCc1nc2ccccc2n1Cc1ccc(C)cc1	-7%	-5	8%	14	0.2	-15%	-6%	0.3	-14%
Cn1c(C(=O)NCc2cccs2)cc2oc3ccccc3c21	52%[activator][57.1 µM]	-4	-1%	nt	-0.6	-7%	?	0.1	146%[activator][57.1 µM]
CCOC(=O)c1[nH]c(C)c(CCC(=O)NC(C)c2ccccc2)c1C (stereo unspecified)	-5%[57.1 µM]	-4	-6%	nt	-0.4	?	9%	0.4	-1%[57.1 µM]
CCN(C(=O)CSc1nc2ccccc2n1CCc1ccccc1)C1CCS(=O)(=O)C1 (stereo unspecified)	16%[57.1 µM]	-6	6%	-13	-0.2	-8%	3%	0.8	6%[57.1 µM]
CC1CN(C(=O)Nc2ccc(C(=O)NCc3ccccc3F)cc2)c2ccccc2S1 (stereo unspecified)	-3%	1	28%	nt	-2.0	1%	13%	-1.0	8%
CC(C)(C)NC(=O)CSc1nc(-c2ccc(F)cc2)cc(C(F)(F)F)n1	0%	21	-5%	nt	-1.0	-22%	0%	-0.3	27%
O=C(Nc1ccccc1Cl)c1ccc(F)c(S(=O)(=O)NCc2ccc(Cl)c(Cl)c2)c1	4%[57.1 µM]	2	1%	nt	0.9	7%	9%	0.0	17%[57.1 µM]
Cc1ccc(CN2CCCn3nc(C(=O)NCc4ccc(N(C)C)cc4)cc3C2=O)cc1	5%[57.1 µM]	2	-1%	nt	-0.6	6%	-1%	3.4	8%[57.1 µM]
COc1ccc(CNC(=O)C(c2ccc(O)cc2)N(Cc2ccco2)C(=O)c2snc(C(N)=O)c2N)cc1 (stereo unspecified)	6%	2	-14%	8	-0.9	-6%	4%	-1.1	-7%
COc1ccc(-c2nc(CSCC(=O)NCCc3ccc(C)cc3)c(C)o2)cc1OC	9%	-4	-4%	nt	0.7	-16%	-2%	-0.3	-10%
COc1ccccc1CNc1nc(SC)ncc1CO	1%	-2	2%	-6	-1.2	-22%	-2%	1.8	3%
O=C(NNC(=S)NC(=O)c1ccco1)c1ccc(NC(=O)c2ccccc2)cc1	-18%[57.1 µM]	-13	0%	nt	-1.4	-22%	-3%	nt	-25%
CCCn1c(SCC(=O)NC(C)C)nc2sc3c(c2c1=O)CCC3	-2%	0	-4%	-4	-0.7	-25%	-4%	4.3	11%
CCOc1ccccc1CNC(=O)c1ccc(NC(=O)C2=CSCCO2)cc1	-2%	-4	3%	-6	-0.5	-21%	-1%	-2.1	19%
Cc1ccc(-c2nn(-c3ccccc3)cc2/C=N/n2c(-c3cccs3)n[nH]c2=S)cc1	-2%[57.1 µM]	4	9%	-2	0.2	-17%	-2%	-0.2	17%[57.1 µM]
CCOC(=O)C1=C(C)C(c2ccc(OC)cc2OC)NC(=O)N1 (stereo unspecified)	-4%	1	10%	-23	0.0	-11%	-5%	0.6	-9%
O=c1c2ccccc2nc(-c2ccc(Br)cc2)n1Cc1ccccc1	1%	8	4%	10	-0.2	-6%	5%	-0.1	-2%
Cc1ccc(S(=O)(=O)N(C)C)cc1-n1c(SCC(=O)Nc2ccc(F)c(F)c2F)nc2ccccc2c1=O	1%	5	-3%	-8	0.5	-3%	1%	1.8	8%
CC(C)CCNC(=O)c1ccccc1NC(=O)C1=CSCCO1	-4%	6	6%	nt	0.9	-23%	2%	nt	16%
O=C(O)CSc1nc(-c2ccccc2)nc2c1oc1ccccc12	-3%[57.1 µM]	-1	-7%	13	1.0	-16%	15%	-0.3	6%[57.1 µM]
O=S(=O)(NCc1csc(-c2cccnc2)n1)c1ccc(F)cc1	-3%	2	10%	-3	0.2	-28%	-13%	3.1	2%
O=C(O)C(O)Cc1c[nH]c2ccccc12 (stereo unspecified)	7%	-2	-3%	nt	-0.6	11%	-9%	nt	13%
CC(NC(=O)c1ccc(-c2cc(C(F)(F)F)ccc2Cl)o1)c1ccccc1 (stereo unspecified)	8%	2	1%	-12	0.2	-14%	-6%	0.2	10%
O=C(CSc1ccc(-c2cccs2)nn1)N1CCCCC1	-6%	-1	3%	nt	-0.9	-3%	-3%	nt	-12%
Cc1cccc(NC(=O)NC2CCCCCCC2)c1C	-1%	-3	-1%	-16	-0.5	-19%	2%	0.1	6%
O=C(COC(=O)c1cnccn1)c1ccc2c(c1)CCCC2	5%	-15	1%	-3	-0.9	-11%	2%	0.3	24%
Cn1c(N)c(C(=O)CSc2nnnn2-c2ccccc2)c(=O)n(C)c1=O	11%	-21	0%	39*	-0.7	-4%	-11%	7.1	15%
NC(=O)c1ccc(NC(=O)Cc2csc(-c3ccccc3)n2)cc1	2%	4	0%	-7	-0.1	-26%	16%	-0.6	1%
Cc1nc2ccccn2c1C(=O)N/N=C/c1ccc2c(c1)OCO2	-1%	-5	0%	5	1.3	-11%	-6%	0.4	-7%
CCc1cccc(NS(=O)(=O)c2ccc3c(c2)NC(=O)CC(=O)N3)c1	4%	10	-2%	5	0.5	-22%	-1%	0.6	27%
O=C(O)c1ccc(-c2ccccc2)[nH]1	8%	8	-4%	-3	0.8	-17%	1%	-1.1	5%
CSCC[C@H](NC(=O)NCc1ccccc1F)C(=O)O	9%	-1	0%	10	-0.1	11%	-6%	1.3	31%
COCc1c(C(=O)OCC(=O)N2c3ccccc3CC2C)oc2ccccc12 (stereo unspecified)	-6%	-3	1%	-1	-1.2	-5%	-8%	-0.3	-17%
COc1ccc(-c2cc(C(F)(F)F)nc(NCc3ccccc3)n2)cc1	11%	-1	-6%	nt	2.6	-17%	0%	2.6	21%
Cc1csc(Nc2ccccc2)[n+]1-c1ccccc1	7%[57.1 µM]	-5	2%	4	-0.6	-13%	8%	-0.1	12%[57.1 µM]
CCC(=O)c1ccc(OCC(O)Cn2cnc3ccccc32)cc1 (stereo unspecified)	15%	17	8%	-5	0.6	-10%	-6%	0.0	39%[activator][57.1 µM]
Cc1cc(C(C)(C)C)cc(C)c1CCNC(=O)c1ccc[n+]([O-])c1	-7%	1	-1%	-7	0.2	-8%	-13%	-0.7	-6%
O=C(CSc1ccc(-c2ccccn2)nn1)NCc1ccc(F)cc1	5%[57.1 µM]	-5	-2%	17	-0.1	-9%	-2%	0.0	15%[57.1 µM]
CCc1c(C)nc(SCC(=O)CC(=O)OC(C)C)c(C#N)c1C	7%[57.1 µM]	0	4%	4	0.0	-8%	3%	0.8	5%[57.1 µM]
COC(=O)c1ccc(C23CC4(C2)[C@H](CN(CC2CCCCC2)[C@@H]4c2ccccc2)C3c2ccc(Cl)nc2)cc1 (stereo partly specified)	-6%[57.1 µM]	-1	13%	-9	-0.9	-15%	64%[activator]	-0.8	-10%[57.1 µM]
Cc1cccc(NC(=O)CC2C(=O)NCCN2C(=S)Nc2ccccc2)c1 (stereo unspecified)	2%	1	-4%	1	-0.2	5%	3%	27	-9%
COc1cccc(-c2sc3ccccc3c2-c2ccc(OCCN(C)C)cc2)c1	3%	nt	-7%	nt	nt	?	9%	nt	16%
CCc1ccc(NC(=O)CSc2nc3cc(C(=O)OC)ccc3c(=O)n2CC2CCCO2)cc1 (stereo unspecified)	-5%	-3	4%	-16	0.4	-4%	13%	2.5	0%
O=C(COC(=O)c1ccco1)NCCc1ccc(Cl)cc1	1%	-3	-7%	9	-0.8	-18%	3%	-0.3	10%
O=C(Cc1cccs1)NNC(=S)NCc1ccco1	2%	-9	-2%	1	0.5	-12%	1%	0.0	-1%

Look-ups from the results shown:
CCc1ccc(NC(=O)CSc2nc3cc(C(=O)OC)ccc3c(=O)n2CC2CCCO2)cc1 (stereo unspecified) in USP1-UAF1 inh = -4%
Cc1cc(C(C)(C)C)cc(C)c1CCNC(=O)c1ccc[n+]([O-])c1 in USP1-UAF1 inh = -8%

Following part.
SMILES	TrxR1 substrate	TRHR enhancer	mIDH1 inhibitor	D2 antagonist	TRHR ag	USP1-UAF1 inh	Pin1 inh	D2 agonist	rTrxR1 inhibitor
Cc1ccc(S(=O)(=O)NCc2ccco2)cc1C	6%	-4	0%	23	-0.1	-14%	-4%	2.0	9%
CN(CCOCCOc1ccc2ccccc2c1)Cc1ccccc1	5%[57.1 µM]	-5	2%	-6	0.7	-16%	-3%	-0.6	-1%[57.1 µM]
Cc1c(C(=O)N2CCOCC2)sc(NC(=O)C(C)C)c1C#N	1%	2	-1%	-1	0.8	-16%	0%	-0.1	17%
CC(=O)N(c1ccccc1)c1nc2ccccc2s1	6%[57.1 µM]	nt	0%	nt	nt	-22%	-1%	nt	3%[2.29 µM]
Cc1onc(-c2ccccc2Cl)c1C(O)c1ccc(F)cc1 (stereo unspecified)	13%[57.1 µM]	-4	-1%	-20	0.8	-11%	-1%	1.3	12%[57.1 µM]
Cc1ccsc1/C=C/c1ccc2cccc(O)c2n1	-5%	-4	11%	2	-1.3	-3%	5%	0.5	-11%
Cc1coc2c(C)c3oc(=O)c(CCC(=O)N4CCCCC4)c(C)c3cc12	1%	-1	-10%	nt	-2.1	-16%	2%	nt	-11%
Cn1c(=O)c2cn3ncccc3c2n(C)c1=O	nt	4	nt	13	1.0	nt	nt	0.5	nt
Cc1ccc2occ(-c3cc(-c4ccccc4)nc4c3COc3ccccc3-4)c(=O)c2c1	8%[11.4 µM]	2	3%	nt	1.4	-14%	2%	-0.5	14%[11.4 µM]
Cc1cc(C)nc(NS(=O)(=O)c2ccc(NC(=O)COc3ccc(C(C)(C)C)cc3)cc2)n1	0%	7	-15%	nt	-1.3	-16%	2%	-0.5	6%
O=C1CN(C(=O)COC(=O)Cc2ccsc2)c2ccccc2N1	-2%	3	4%	1	0.2	-6%	1%	2.5	12%
COc1ccc(C(=O)NCc2nnc(SCC(=O)Nc3ccc(F)cc3)n2-c2ccccc2)cc1	-8%	5	-2%	nt	-0.5	-7%	3%	0.2	-8%

High-throughput results as filed in PubChem BioAssay.

These rows are one share of the data. The share of hits here may be higher or lower than overall.
